ERK EGF inh = qHTS Assay for Inhibitors of the ERK Signaling Pathway using a Homogeneous Screening Assay; Stimulation with EGF. HEK293-V1b, EGF-stimulated phospho-ERK AlphaScreen. Potency, µM (doses to about 11.5 µM), for inactives: at the top dose activity change, negative = inhibition, actives largely listed as inhibitors. 0.41% of 130,000 active. AID 1454, 2008; active means well fitted inhibition curve with a large enough effect; inconclusive means small, poorly fitted or top-dose-only effect, or effect the other way;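 further: plate controls were stimulated vehicle wells for no effect and unstimulated vehicle basal for full effect; nearly all actives have a fitted effect of over 55% in size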
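Cell line HEK293 (stable V1b), low serum overnight. Pretreatment: compound 30 min, 37C. EGF 25 nM, 5 min. Detection: SureFire AlphaScreen, 5 h RT. AC50 via standard Hill equation.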
Active calls of the source: *; ? = inconclusive; & = joins results of further samples; [ ] = dose if it differs, or a comment. Potency means the concentration at half of the fitted maximal effect. A portion of the library; rates above refer to the full screens.

SMILES	ERK EGF inh
CN1CCc2nc3sc(C(=O)NC4CC4)c(N)c3cc2C1	3.5%
COc1cc(O)c(C(=O)O)c(-c2cc(O)c(O)cc2C)c1	?
CN(C(=O)CNC(=O)OCc1ccccc1)c1ccc(Br)cc1C(=O)c1ccccc1Cl	-1.2%
CC(C)(C)C(=O)c1cn(CC(=O)NCc2ccco2)c2ccccc12	5.1%
C=Cn1ccnc1P(=S)(c1ccccc1)c1nccn1C=C	5.1%
O=c1[nH]c(=O)n(-c2ccc(F)cc2)c(O)c1C=NCCN1CCCCC1	-5.0%[57.5 µM]
N#CCCn1cc(C=C2C(=O)NC(=O)NC2=O)c(-c2ccccc2)n1	4.2%
CCCCNC(=O)CN1C(=O)CN=C(c2ccccc2)c2ccccc21	-6.4%[57.5 µM]
O=C(O)[C@H]1NC[C@H]2C[C@H]21	3.1%
CCC(=O)OC1CCC2C3CCc4cc(O)ccc4C3CC[C@]12C (stereo partly specified)	?
O=C1NC(=O)C(CCc2ccncc2)(CCc2ccncc2)C(=O)N1CCc1ccc(F)cc1	3.0%[57.5 µM]
FC(F)(F)c1ccc(CN2CCNCC2)cc1	-5.4%
O=C(N/N=C/c1c(O)n(Cc2ccccc2)c(=O)[nH]c1=O)c1ccccc1	-6.8%
COc1ccccc1N1C(=O)NC(=O)/C(=C/c2ccc([N+](=O)[O-])s2)C1=O	-26.1%[57.5 µM]
CCN(CC)CCN=Cc1c(O)n(Cc2ccccc2)c(=O)[nH]c1=O	-8.8%[57.5 µM]
CC(C)(C)NC(=S)/N=C(\N)N[N+](=O)[O-]	8.7%
CN(N=O)c1cc(O)ccc1O	-5.2%
O=c1[nH]c(=O)n(Cc2ccc(F)cc2)c(O)c1C=Nc1ccc(Cl)cc1	4.5%
CC(=O)Nc1cccc([As](=O)(c2cccc(NC(C)=O)c2)c2cccc(NC(C)=O)c2)c1	4.9%[57.5 µM]
CC(C)c1cc2c(c(O)c1O)[C@]1(C(=O)O)CCCC(C)(C)C1CC2 (stereo partly specified)	?
COC(=O)NC(=C(Cl)Cl)P(=O)(c1ccccc1)c1ccccc1	-2.5%[57.5 µM]
O=C(Oc1ccccc1)N1CCC2(CCCN(C(c3ccccc3)c3ccccc3)C2)CC1	0.1%
CC1=CCCC2C1(C)CCC(C)C2(C)CC/C(C)=C/C[n+]1cn(C)c2c(N)ncnc21 (stereo unspecified)	2.6%
CCOC(=O)C(O)(c1ccc(NC(=O)Oc2ccccc2)cc1)C(F)(F)F (stereo unspecified)	-5.3%
CCc1ccc(C(=O)NCc2ccc(Cl)cc2Cl)cc1	?

Brought forward from above: seven compounds, followed by the next part.
SMILES	ERK EGF inh
CC(=O)Nc1cccc([As](=O)(c2cccc(NC(C)=O)c2)c2cccc(NC(C)=O)c2)c1	4.9%[57.5 µM]
CC(C)c1cc2c(c(O)c1O)[C@]1(C(=O)O)CCCC(C)(C)C1CC2 (stereo partly specified)	?
COC(=O)NC(=C(Cl)Cl)P(=O)(c1ccccc1)c1ccccc1	-2.5%[57.5 µM]
O=C(Oc1ccccc1)N1CCC2(CCCN(C(c3ccccc3)c3ccccc3)C2)CC1	0.1%
CC1=CCCC2C1(C)CCC(C)C2(C)CC/C(C)=C/C[n+]1cn(C)c2c(N)ncnc21 (stereo unspecified)	2.6%
CCOC(=O)C(O)(c1ccc(NC(=O)Oc2ccccc2)cc1)C(F)(F)F (stereo unspecified)	-5.3%
CCc1ccc(C(=O)NCc2ccc(Cl)cc2Cl)cc1	?
NC(Cn1ccc(=O)[nH]c1=O)C(=O)O (stereo unspecified)	0.3%
CC1(c2ccc(Cl)cc2Cl)OCC(Cn2cncn2)O1 (stereo unspecified)	-6.4%
CC(=O)[C@@H]1CC[C@@H]2[C@@H]3CCC4=CC(=O)CC[C@@]4(C)[C@H]3CC[C@]21C	-6.6%[25.7 µM]
C=CCN1C(=O)/C(=C/c2ccc(N3CCOCC3)o2)C(=O)NC1=S	10.3%
CC(C)(C)NCC(O)c1cc(Cl)c(N)c(Cl)c1 (stereo unspecified)	-2.7%
CCc1ccc(CN2CCN(Cc3ccc(SC)cc3)CC2)cc1	-4.2%
CC1CCN(c2cc(Br)c([N+](=O)[O-])cc2F)CC1	?
CC(=O)OC1CC(OC(C)=O)[C@]2(C)C(CC(OC(C)=O)[C@]3(C)C2CC[C@@]2(C)C(c4ccoc4)C(=O)C4O[C@]432)C1(C)C (stereo partly specified)	1.0%
CN[C@@H](C)[C@H]1CC[C@@H](N)[C@@H](O[C@@H]2[C@@H](O)[C@@H](O[C@H]3OC[C@@](C)(O)[C@@H](NC)[C@@H]3O)[C@H](N)C[C@@H]2N)O1 (tested in a mixture with another compound)	0.9%[25.7 µM]
CC(N)C(O)c1ccc(O)c(O)c1 (stereo unspecified)	4.6%&15.1%
CCCc1cc2c(n1CCO)C(C)C1CN(C(=O)c3ccccc3)C(C)(C(=O)OC)C21 (stereo unspecified)	-5.1%
CN1CC[C@@]2(CCCN(C(=O)c3csnn3)C2)C1	4.4%
O=C(/C=C/c1ccccc1)c1c(O)n(CCc2ccccc2)c(=O)[nH]c1=O	-0.1%
O=C(CN1CC(c2ccccc2)CC1=O)Nc1ccccc1 (stereo unspecified)	7.7%
O=c1[nH]c(O)c(C=Nc2ccccc2Oc2ccccc2)c(=O)[nH]1	-1.1%[57.5 µM]
O=C1NC(=O)N(Cc2ccccc2)C(=O)/C1=C\C=C\c1ccco1	?
CN1C(=O)C(=Cc2c(OCc3cnc(Cl)s3)ccc3ccccc23)C(=O)N(C)C1=O	-2.3%
O=C1NC(=O)N(c2ccc3c(c2)OCO3)C(=O)/C1=C\c1ccc(-c2ccccc2C(=O)O)o1	1.2%[57.5 µM]
NC(Cc1cc(O)c(O)cc1O)C(=O)O (stereo unspecified)	8.0%
OC1/C(=C/c2ccccc2F)N2CCC1CC2 (stereo unspecified)	-5.8%
Oc1cccc2nc3ccccc3nc12	-2.3%[57.5 µM]
N#CC1=C(N)Oc2c(c(=O)sc3ccccc23)C1c1ccncc1 (stereo unspecified)	-5.4%
C[C@]12CC[C@H](O)CC1=CCC1C2CC[C@]2(C)C(=O)CC[C@@H]12 (stereo partly specified)	5.8%&-17.6%
CC(=O)NBr	9.2%
CC(C)c1ccc(N2C(=O)NC(=O)/C(=C/c3cnc(-c4ccccc4)nc3)C2=O)cc1	-4.9%

In a second layout: three of the compounds above.
O=C(N/N=C/c1c(O)n(Cc2ccccc2)c(=O)[nH]c1=O)c1ccccc1
  ERK EGF inh: -6.8%

COc1ccccc1N1C(=O)NC(=O)/C(=C/c2ccc([N+](=O)[O-])s2)C1=O
  ERK EGF inh: -26.1%[57.5 µM]

CCN(CC)CCN=Cc1c(O)n(Cc2ccccc2)c(=O)[nH]c1=O
  ERK EGF inh: -8.8%[57.5 µM]

Continued.
SMILES	ERK EGF inh
O=C1NC(=S)NC(=O)C1=Cc1cccc2cc3ccccc3cc12	28.2µM*
COC(=O)[C@H]1C[C@H]2CC[C@H](O)C[C@H]2N1CC1CC1	-0.9%
Cc1ccccc1NP(=O)(Oc1ccccc1F)Oc1ccccc1F	-4.6%
O=c1[nH]c(=O)n(CCc2ccc(F)cc2)c(O)c1/C=N/N1CCCCC1	-6.0%[57.5 µM]
COC(=O)[C@@H]1C[C@H]1[C@@H](NP(=O)(c1ccccc1)c1ccccc1)c1ccccc1	-0.1%&-7.3%
C#CCN[C@H](C)Cc1ccccc1	14.9%
N#CC(O[C@@H]1OC(COC2OC(CO)C(O)C(O)[C@@H]2O)C(O)C(O)C1O)c1ccccc1 (stereo partly specified)	-5.6%
O=c1[nH]c(=O)n(-c2ccccc2)c(O)c1C=NC12CN3CN(CN(C3)C1)C2	1.6%
Cc1ccc[n+](CC(O)Cn2c3ccccc3c3ccccc32)c1 (stereo unspecified)	9.7%
Cc1cc(C)cc(N2C(=O)/C(=C\c3ccc(N4CCN(C)CC4)o3)C(=O)NC2=S)c1	1.7%[57.5 µM]
OC(CNC1CCCCC1)C(F)(F)F (stereo unspecified)	-8.3%
C/C(=N\Nc1ccccc1)c1c(O)n(Cc2ccccc2)c(=O)[nH]c1=O	8.2%
COc1cc(CC(C)N)c(OC)cc1I (stereo unspecified)	2.0%
O=C(NCC(c1cccnc1)N1CCN(c2ccccc2)CC1)Oc1ccccc1 (stereo unspecified)	-1.2%
Fc1ccccc1CCNCc1ccccc1	7.2%
S=C1CN=C(c2ccccc2)c2cc(Cl)ccc2N1	4.8%
Cc1cccc(N2C(=O)NC(=O)/C(=C/c3cc4c(cc3[N+](=O)[O-])OCO4)C2=O)c1	3.5%
NC(=O)c1ccc(N=Cc2c(O)n(Cc3ccco3)c(=O)[nH]c2=O)cc1	10.0%[57.5 µM]
CC(Cc1ccccc1)NC(=O)CN1CCCC1=O (stereo unspecified)	-10.1%
O=Cc1cn(Cc2ccc([N+](=O)[O-])cc2)c2ccccc12	3.2%
CCN(CC)C(=O)N[C@@H]1C[C@H]2c3cccc4[nH]cc(c34)C[C@@H]2N(C)C1	5.4%&7.8%[25.7 µM]
CN1CCN(c2cc([N+](=O)[O-])ccc2Cl)CC1	-1.9%
CN1CCc2c(C#N)c(Cl)nc(Cl)c2C1	8.4%
CC(=O)N1CN(C(C)=O)CN(C(C)=O)C1	-2.2%
O=c1[nH]c(=O)n(-c2ccc(Br)cc2)c(O)c1C=NC(CO)(CO)CO	12.4%[57.5 µM]
SMILES	ERK EGF inh
CC(NCc1cccc(Cl)c1Cl)C(O)c1ccccc1 (stereo unspecified)	0.0%
CN1C(=O)C(=CN2CCN(C(=O)c3ccco3)CC2)C(=O)N(C)C1=S	7.8%
CCC(=Nc1ccc2c(c1)CCC2)c1c(O)n(-c2ccc(OC)cc2)c(=O)[nH]c1=O	-7.1%[57.5 µM]
CC(=O)Nc1ccccc1C(=O)OCc1cccc(F)c1	-0.7%
Cc1cc(/C=C2\C(=O)NC(=O)N(Cc3ccco3)C2=O)c(C)n1-c1ccc(C(=O)O)cc1	7.5%[57.5 µM]
O=C(c1cc(S(=O)(=O)N2CCC3(CC2)OCCO3)ccc1F)N1CCC2(CC1)OCCO2	-4.7%
CCC(CC)NC1CCCCC1OC (stereo unspecified)	3.6%
O=C(c1ccc(Cl)cc1)C1CCCN(Cc2ccc3nonc3c2)C1 (stereo unspecified)	6.5%
O=C(c1ccccc1F)c1cn(Cc2ccc(F)cc2)c2ccccc12	-7.3%
CCOC(=O)C1=C(C)OC(N)=C(C(=O)OCC)[C@@]12C(=O)N(CC(N)=O)c1ccccc12	-9.8%[57.5 µM]
Cc1cc(OC(=O)N(C)C)nc(-c2ccc(C)c(Cl)c2)n1	-1.8%[57.5 µM]
COc1ccc(Cn2c(O)c(C=Nc3c(C)n(C)n(-c4ccccc4)c3=O)c(=O)[nH]c2=O)cc1	-6.2%
CC12CN3CC(C)(CN(C1)C3c1cccs1)C2O (stereo unspecified)	0.2%[57.5 µM]
CCN(CCCl)Cc1ccccc1Br	11.0%
COc1nc(NCC2CCCO2)nc(N2CC3CC(C2)c2cccc(=O)n2C3)n1 (stereo unspecified)	-1.2%[57.5 µM]
CS(=N)(=O)CC[C@H](N)C(=O)O (stereo partly specified)	-1.1%
CCn1c(O)c(/C=N/N2CCOCC2)c(=O)n(CC)c1=S	4.4%
CCCCCCCCCCCCCCCCOC[C@@H](COP(=O)([O-])OCC[N+](C)(C)C)OC(C)=O	1.2%
CN1/C(=C\C=C2C(=O)NC(=S)NC2=O)C(C)(C)c2ccccc21	-4.7%
CCOP(=O)(OCC)/C(C#N)=C/c1ccc(Br)cc1	-8.2%[57.5 µM]
CCOC(=O)c1sc(/N=C/c2c(O)n(-c3cccc(C)c3)c(=O)[nH]c2=O)c(C#N)c1C	-10.0%
CN1CCN(c2ncnc(Cl)c2N)CC1	-1.4%
COP(=O)(OC)/C(C=O)=N/Nc1ccc([N+](=O)[O-])cc1	-0.4%
CCCCCCC(C)(C)c1ccc([C@@H]2C[C@H](O)CC[C@@H]2CCCO)c(O)c1	-3.3%
N=Cc1c(O)n(-c2ccc(C34CC5CC(CC(C5)C3)C4)cc2)c(=O)[nH]c1=O	-8.4%
SMILES	ERK EGF inh
CN1C(=O)C(=Cc2coc3ccccc3c2=O)C(=O)N(C)C1=O	2.7%[57.5 µM]
O=C(CNC(=O)c1ccccc1Cl)Nc1ccc(Br)cc1C(=O)c1ccccc1	9.9%
CCN(CC)S(=O)(=O)c1ccc(NN=C(C#N)C#N)cc1	20.6%
COC(=O)N1CCN(C(=O)Cc2ccc(Cl)c(Cl)c2)C(CN2CCCC2)C1 (stereo unspecified)	?
Clc1ccc(OCC#CCN2CCOCC2)cc1	4.0%
C[N+](C)(C)CC#CCOC(=O)Nc1cccc(Cl)c1	8.9%
NCC(CC(=O)O)c1ccc(Cl)cc1 (stereo unspecified)	-16.3%&6.5%
O=c1[nH]c(O)c(N=Nc2cccc(S(=O)(=O)N3CCOCC3)c2)c(=O)[nH]1	-21.9%
CC1C(=O)OC2O[C@]3(C)CC[C@H]4C(C)CCC1[C@]24OO3 (stereo partly specified)	5.0%
O=C1NC(=S)N(c2ccc(F)cc2)C(=O)/C1=C\c1ccoc1	-0.2%[57.5 µM]
COc1cc2c(cc1OC)C(C(=O)NCCC(C)C)C1CCCCN1C2=O (stereo unspecified)	2.3%
Fc1ccc2c(c1)nnn2C1CCN(Cc2c(Cl)cccc2Cl)CC1	-1.4%
O=[N+]([O-])c1cc([As](=O)(O)c2ccc(O)c([N+](=O)[O-])c2)ccc1O	0.7%[57.5 µM]
COCCOC(=O)c1c(N)n(Cc2ccco2)c2nc3ccccc3nc12	10.0%[57.5 µM]
CCOC(=O)c1ccc2c(c1)n(Cc1ccccc1)c(C)[n+]2CC	-6.0%
O=C(c1cc(C(=O)NCc2ccccc2)c(=O)n(Cc2ccccc2)c1)c1cc(Cl)ccc1O	3.3%
Cc1nn(CC(C)C)c(Cl)c1C(=O)O	7.2%
C=CCNC(=S)/N=C/c1c(O)[nH]c(=O)[nH]c1=O	-8.1%
OCC#CC[N+]1(CC#Cc2ccccc2)CCCC1	5.2%
CC/C(=N\Nc1ccccc1)c1c(O)[nH]c(=O)[nH]c1=O	-11.0%[57.5 µM]

Assay outcomes (PubChem BioAssay)
